High-throughput results as filed in PubChem.
CR mimetic SO – caloric restriction mimetics inhibiting age-related superoxide in yeast. S. cerevisiae aged cells, superoxide DHE fluorescence; stronger effect = lower value. superoxide response (% of plate mean), % at 10 µM. 0.18% of 330,000 active. AID 2690;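 active means superoxide response under a set limit, about three screen SD below normal, cut at about 65% in these data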;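 further: yeast aged for seven days with compound at 30 °C before DHE staining; 100% = average MFI of all compound-treated wells on the plate with controls excluded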
Efflux pump inh – blocks antifungal efflux pumps in multiplex yeast assay | 0.44% of 330,000 active | S. cerevisiae Candida pump triplex, Nile Red efflux | inhibition, % at 10 µM;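 active means plate passing quality check with inhibition over a set limit, or well fluorescence over plate mean plus 4 SD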;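 further: Nile Red retained in pooled yeast measured as flow cytometry median fluorescence; 0% = buffer negative control and 100% = Enniatin B positive control; higher means more Nile Red kept so more efflux inhibition; some compounds called inactive have numbers as strong as hits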
GLD-1 RNA inh – GLD-1-TGE RNA interaction inhibition (C. elegans); AID 2280; Q17339; inhibition, % at 5.96 µM; 0.44% of 320,000 active; purified GLD-1 + fluorescein TGE RNA, fluorescence polarization;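 active means percent inhibition above a per-plate cutoff, the plate mean of test compounds plus 3 SD, cut at about 30% in these data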;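 further: 0% = DMSO wells with GLD-1 and probe and 100% = wells lacking GLD-1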
Target sequence (Q17339 whole entry, looked up): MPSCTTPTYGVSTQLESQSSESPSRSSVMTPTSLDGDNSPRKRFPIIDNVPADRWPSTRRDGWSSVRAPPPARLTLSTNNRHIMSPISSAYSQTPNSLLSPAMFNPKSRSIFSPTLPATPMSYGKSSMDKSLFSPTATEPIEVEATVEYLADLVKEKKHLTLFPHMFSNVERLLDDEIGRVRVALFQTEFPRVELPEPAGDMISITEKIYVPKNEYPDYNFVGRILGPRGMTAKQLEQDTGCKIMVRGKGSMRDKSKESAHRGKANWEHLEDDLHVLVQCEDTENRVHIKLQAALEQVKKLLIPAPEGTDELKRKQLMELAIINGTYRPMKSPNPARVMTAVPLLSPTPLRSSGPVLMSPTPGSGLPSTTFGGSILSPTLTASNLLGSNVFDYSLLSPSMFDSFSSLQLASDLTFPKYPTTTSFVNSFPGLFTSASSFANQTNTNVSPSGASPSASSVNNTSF
* hit, by the source's call. This is a subset (hit frequency here may not be typical).

Below each compound – CR mimetic SO | Efflux pump inh | GLD-1 RNA inh
1. COc1ccc(S(=O)(=O)N2CCCCC2)cc1NC(=O)Cn1cnc2c1c(=O)n(C)c(=O)n2C
→ 106 | -0.3 | 5
2. CCC(CO)Oc1cc(NC(=O)c2ccc(Cl)cc2)c2ncn(C(C)C)c2c1 (stereo not drawn)
→ 111 | 0.2 | -3
3. O=C(Nc1cc(C2CC2)nn1-c1ccccc1)c1ccc(F)cc1
→ 91 | -0.4 | 3
4. CCCCOc1ccc(C(=O)OCC(=O)N2CCCCCC2)cc1
→ 83 | 0.1 | -1
5. CC(Sc1ccc(Cl)cc1)C(=O)NNC(=O)c1ccco1 (stereo not drawn)
→ 107 | -0.1 | 6
6. COc1ccc(CCC(=O)OCc2csc(CC(=O)Nc3ccc(C)cc3)n2)cc1OC
→ 102 | 0.9* | 3
7. CCCCN1C(=O)c2ccc(C(=O)OCC(=O)NCCc3ccc(S(N)(=O)=O)cc3)cc2C1=O
→ 116 | -0.3 | -2
8. CC(C)(C)[C@H]1COC(=O)[C@H](Cc2ccc(F)cc2)CC/C=C/C[C@@H](CC(=O)N[C@H](CO)Cc2ccccc2)C(=O)N1
→ 80 | 0.1 | -2
9. O=C(CCNC(=O)c1ccc(Br)cc1)Nc1ccc(S(=O)(=O)N2CCOCC2)cc1
→ 94 | 0.4 | 2
10. Cc1cc(N(C)C(=O)c2ccc3c(c2)S(=O)(=O)c2cc(Cl)ccc2C3=O)c(C(F)(F)F)o1
→ 95 | -0.1 | 1
11. CCCn1c(SCC(=O)N2CCc3ccccc3C2)nc(O)cc1=O
→ 105 | -0.1 | -2
12. CCOC(=O)c1c(C)[nH]c(C)c1C(=O)COC(=O)Cc1ccc(OC)c(OC)c1
→ 88 | 0.0 | -1
13. CN(CC(=O)Nc1cccc(F)c1)C(=O)c1ccc(OCc2cn3ccccc3n2)cc1
→ 93 | -0.3 | 9
14. C[C@H](CO)N1C[C@H](C)[C@@H](CN(C)Cc2ccc(Cl)c(Cl)c2)Oc2c(NC(=O)C3CCOCC3)cccc2C1=O
→ 87 | 0.3 | 1
15. COc1ccc(C2=NOC(Cn3nc(-c4ccccc4)cc3C(=O)NCc3cccc(Br)c3)C2)cc1 (stereo not drawn)
→ 114 | 0.8 | 0
16. Cc1ccc(S(=O)(=O)NCCC(=O)NC2CCCCC2)cc1
→ 111 | 0.2 | -6
17. O=C(COC(=O)/C=C/c1cccc(F)c1)NC(=O)NC1CCCC1
→ 91 | 0.1 | 0
18. CC(C)(C)[C@@H]1COC(=O)[C@H](Cc2ccc(F)cc2)C/C=C\C[C@@H](CC(=O)NCCO)C(=O)N1
→ 97 | -0.3 | -1
19. CCN(CC(=O)NC(C)C)C(=O)c1cc(S(=O)(=O)N2CCCCC2)ccc1N1CCCCC1
→ 96 | -0.1 | -1
20. O=C(CN1C(=O)NC(c2ccccc2)(c2ccccc2)C1=O)NCc1ccco1
→ 89 | 0.1 | -1

Records 17–20, reprinted for reference:
Below each compound – CR mimetic SO | Efflux pump inh | GLD-1 RNA inh
17. O=C(COC(=O)/C=C/c1cccc(F)c1)NC(=O)NC1CCCC1
→ 91 | 0.1 | 0
18. CC(C)(C)[C@@H]1COC(=O)[C@H](Cc2ccc(F)cc2)C/C=C\C[C@@H](CC(=O)NCCO)C(=O)N1
→ 97 | -0.3 | -1
19. CCN(CC(=O)NC(C)C)C(=O)c1cc(S(=O)(=O)N2CCCCC2)ccc1N1CCCCC1
→ 96 | -0.1 | -1
20. O=C(CN1C(=O)NC(c2ccccc2)(c2ccccc2)C1=O)NCc1ccco1
→ 89 | 0.1 | -1

Next section
Below each compound – CR mimetic SO | Efflux pump inh | GLD-1 RNA inh
21. O=C(COC(=O)C1CCC1)Nc1ccc(Cl)cn1
→ 124 | 0.4 | 1
22. COc1ccc(NC(=O)c2ccc(S(=O)(=O)N3CC(C)OC(C)C3)cc2)cc1 (stereo not drawn)
→ 110 | 0.0 | 7
23. C[C@H](NC(=O)c1nc[nH]c1C(=O)N[C@@H](CCCCN)C(=O)OC(C)(C)C)C(=O)OCc1ccccc1
→ 103 | -0.1 | 5
24. COC(=O)c1ccc(CN=C(NS(=O)(=O)c2ccccc2)c2ccccc2)cc1
→ 95 | -0.2 | 3
25. CCN1C(=NCCOC)N[C@@H](c2cccc(C(F)(F)F)c2)C(C(=O)OC)=C1C
→ 100 | -0.4 | 20
26. O=C(COC(=O)/C=C/c1ccc(F)cc1)NC1CCCCCC1
→ 117 | 0.1 | 2
27. COc1cc2cnc(CCCC#N)cc2cc1OC
→ 109 | 0.0 | 8
28. CCCCn1c(N)c(N(CCC(C)C)C(=O)COC(=O)/C=C/c2ccc(F)cc2)c(=O)[nH]c1=O
→ 80 | 0.0 | -9
29. CC(C)(C)OC(=O)C[C@@H]1C/C=C\C[C@H](CC(=O)N(CCO)Cc2ccccc2)C(=O)N[C@@H](Cc2ccccc2)COC1=O
→ 102 | 0.3 | 0
30. Cc1cccc(S(=O)(=O)Nc2ccc(S(=O)(=O)Nc3nccs3)cc2)c1
→ 92 | 0.1 | -2
31. O=C(Cn1cc(C(F)(F)F)ccc1=O)OCC(=O)c1ccc[nH]1
→ 91 | 0.0 | 4
32. Cc1ccc(S(=O)(=O)N2[C@@H](c3ccc(C#N)cc3)C(C(=O)O)=C[C@H]2CC2CCCC2)cc1
→ 108 | 0.0 | -5
33. O=[N+]([O-])c1ccc(CSc2ccc(S(=O)(=O)N3CCCCC3)cn2)cc1
→ 136 | 0.5 | 5
34. Cc1ccccc1OCCC(=O)NNC(=O)COc1cccc(F)c1
→ 89 | 0.1 | 3
35. CCN(C[C@H]1N[C@@](C)(C(=O)OC)[C@H]2C(=O)N(Cc3ccccc3)C(=O)[C@@H]12)S(=O)(=O)c1ccc(OC)cc1
→ 106 | 0.6 | 4
36. Cc1cc(C)cc(S(=O)(=O)Cc2noc(C(=O)NCc3ccccc3)c2C(=O)NCc2ccccc2)c1
→ 87 | -0.1 | 3
37. O=C(COC(=O)/C=C/c1ccco1)Nc1cc(S(=O)(=O)N2CCOCC2)ccc1Cl
→ 109 | 0.0 | 0
38. COC(=O)c1c(-c2ccc(OC)cc2)sc2cc(OC)c(OC)cc12
→ 91 | 0.0 | 3
39. COc1ccc(/C=C/C(=O)OCC(=O)NCCCc2ccccc2)cc1OC
→ 110 | -0.1 | 5
40. Cc1ccc2nc3n(c(=O)c2c1)-c1cc(Cl)ccc1C(=O)NC3Cc1ccc(O)cc1 (stereo not drawn)
→ 89 | 0.1 | -1

Rewritten screen by screen: part of the list above.
36) Cc1cc(C)cc(S(=O)(=O)Cc2noc(C(=O)NCc3ccccc3)c2C(=O)NCc2ccccc2)c1
37) O=C(COC(=O)/C=C/c1ccco1)Nc1cc(S(=O)(=O)N2CCOCC2)ccc1Cl
38) COC(=O)c1c(-c2ccc(OC)cc2)sc2cc(OC)c(OC)cc12
39) COc1ccc(/C=C/C(=O)OCC(=O)NCCCc2ccccc2)cc1OC

compound no.	36	37	38	39
CR mimetic SO	87	109	91	110
Efflux pump inh	-0.1	0.0	0.0	-0.1
GLD-1 RNA inh	3	0	3	5

Of the compounds above, these contain bromine:
Below each compound – CR mimetic SO | Efflux pump inh | GLD-1 RNA inh
9. O=C(CCNC(=O)c1ccc(Br)cc1)Nc1ccc(S(=O)(=O)N2CCOCC2)cc1
→ 94 | 0.4 | 2
15. COc1ccc(C2=NOC(Cn3nc(-c4ccccc4)cc3C(=O)NCc3cccc(Br)c3)C2)cc1 (stereo not drawn)
→ 114 | 0.8 | 0

Next records follow:
Below each compound – CR mimetic SO | Efflux pump inh | GLD-1 RNA inh
41. C=CCC[C@@H](Cc1ccc(F)cc1)C(=O)OC[C@@H](Cc1ccccc1)NC(=O)[C@H](CC=C)CC(=O)NCCO
→ 100 | 0.9 | 2
42. O=C(OCC(=O)c1c[nH]c2ccccc12)c1cncc(Br)c1
→ 124 | 0.4 | 3
43. C=CCC[C@@H](Cc1ccc(F)cc1)C(=O)OC[C@@H](NC(=O)[C@@H](CC=C)CC(=O)N[C@@H](CO)Cc1ccccc1)C(C)(C)C
→ 83 | 0.1 | 7
44. Cc1noc(C)c1-c1csc(N2CCC(C(N)=O)CC2)n1
→ 122 | -0.3 | 4
45. CC(C)(O)[C@@H]1CC[C@@](C)(C2CC[C@]3(C)C2[C@H](O)CC2[C@@]4(C)CC[C@H](O)C(C)(C)C4[C@@H](O[C@H]4O[C@@H](CO)[C@H](O)[C@@H](O)[C@@H]4O[C@@H]4O[C@H](CO)[C@@H](O)[C@H](O)[C@H]4O)C[C@]23C)O1 (stereo in doubt)
→ 97 | -0.3 | 0
46. COc1ccccc1CC(=O)OCC(=O)N1CCN(c2ccc(F)cc2)CC1
→ 96 | 0.0 | 2
47. COc1ccc(CNC(=O)CC2C[C@H](C(=O)N3CCOCC3)[C@@]3(CCC4CCCC4)c4[nH]c5ccccc5c4CCN3C2=O)cc1OC (stereo partly drawn)
→ 103 | -0.1 | 3
48. O=S(=O)(c1ccc(Br)cc1Cl)N1CCCN(c2ccc(C(F)(F)F)cn2)CC1
→ 109 | 0.1 | 5
49. O=C(COC(=O)c1ccc(F)cc1)NCC1COc2ccccc2O1 (stereo not drawn)
→ 87 | 0.1 | 2
50. Nc1c(C(=O)CSc2nnnn2-c2ccccc2)c(=O)[nH]c(=O)n1C1CC1
→ 126 | -0.1 | -3
51. COc1cc(NC(=O)C[n+]2ccc(C(=O)c3ccccc3)cc2)cc(OC)c1
→ 152 | 0.0 | 6
52. Cc1ccc(Cl)cc1NC(=O)COC(=O)CCN1C(=O)C2CC=CCC2C1=O (stereo not drawn)
→ 96 | 0.3 | 4
53. CCN(CC)S(=O)(=O)c1ccc(OC)c(NC(=O)CSCc2c(C)noc2C)c1
→ 101 | -0.1 | 7
54. CN(C(=O)COC(=O)c1ccc(S(=O)(=O)N2CCOCC2)cc1)c1ccccc1
→ 96 | 0.0 | 5
55. O=C(OCC(=O)N1CCOCC1)c1ccccc1OCc1ccc(Cl)cc1
→ 95 | -0.5 | 2
56. Cc1cccc(OCCC(=O)Nc2ccc(C)c(S(=O)(=O)N3CCOCC3)c2)c1
→ 99 | 0.1 | 2
57. Cc1noc(C)c1S(=O)(=O)N(C)C[C@H]1Oc2ccc(NC(=O)Cn3cnnn3)cc2C(=O)N([C@H](C)CO)C[C@@H]1C
→ 83 | 0.1 | -2
58. C[C@@]12C(=O)N(c3ccc(Br)cc3)C(=O)N1[C@@H]1c3ccccc3OC[C@@H]1[C@H]2c1ccccc1
→ 100 | -0.2 | 2
59. C=CC[C@@H](CC(=O)N[C@H](CO)Cc1ccccc1)C(=O)N[C@H](COC(=O)[C@@H](CC=C)Cc1ccc(F)cc1)Cc1ccccc1
→ 99 | 0.1 | 5
60. COc1ccc(NC(=O)COC(=O)C2CCN(S(=O)(=O)c3cccs3)CC2)cc1OC
→ 93 | -0.2 | 0

Continuation:
Below each compound – CR mimetic SO | Efflux pump inh | GLD-1 RNA inh
61. COc1ccc(CCNC(=O)COC(=O)/C=C/c2cccc(F)c2)cc1
→ 97 | -0.1 | 2
62. O=C(/C=C/c1cccs1)NNC(=O)c1cccc([N+](=O)[O-])c1
→ 99 | 0.0 | -2
63. COc1ccc(NC(=O)Cc2ccc(C)c(C)c2)cc1S(=O)(=O)N1CCCCC1
→ 92 | 0.3 | 8
64. O=C(NNC(=O)C12CC3CC(CC(Br)(C3)C1)C2)c1ccccc1F
→ 116 | -0.1 | -2
65. CCOC(=O)c1ccc(S(=O)(=O)N2CCN(C/C=C/c3ccccc3)CC2)cc1
→ 91 | 0.2 | 2
66. C[C@H](NC(=O)c1nc[nH]c1C(=O)NC1CCNCC1)C(=O)OCc1ccccc1
→ 103 | -0.7 | 2
67. O=C(Nc1cccc(S(=O)(=O)N2CCOCC2)c1)c1ccc(=O)[nH]c1
→ 85 | -0.1 | 9
68. CCCn1nc(C(=O)Nc2cccc(S(=O)(=O)N(C)c3ccccc3)c2)c2ccccc2c1=O
→ 98 | 0.0 | 6
69. O=C(COC(=O)/C=C/c1cccc(C(F)(F)F)c1)NC(=O)NCc1ccco1
→ 106 | 0.2 | 8
70. C=CC[C@@H](CC(=O)N(CCO)Cc1ccccc1)C(=O)N[C@H](COC(=O)[C@@H](CC=C)Cc1ccc(F)cc1)Cc1c[nH]c2ccccc12
→ 107 | 162* | 7
71. O=C(Cc1cccc([N+](=O)[O-])c1)Nc1cccc(C(=O)N2CCOCC2)c1
→ 118 | -0.3 | 2
72. FC(F)Oc1ccc(C2=Nn3c(nnc3-c3ccccc3Cl)SC2)cc1OCC1CC1
→ 85 | -0.2 | 2

Exported with each value named: part of the list above.
[11] CCCn1c(SCC(=O)N2CCc3ccccc3C2)nc(O)cc1=O
  CR mimetic SO: 105 | Efflux pump inh: -0.1 | GLD-1 RNA inh: -2

[50] Nc1c(C(=O)CSc2nnnn2-c2ccccc2)c(=O)[nH]c(=O)n1C1CC1
  CR mimetic SO: 126 | Efflux pump inh: -0.1 | GLD-1 RNA inh: -3

[44] Cc1noc(C)c1-c1csc(N2CCC(C(N)=O)CC2)n1
  CR mimetic SO: 122 | Efflux pump inh: -0.3 | GLD-1 RNA inh: 4

[59] C=CC[C@@H](CC(=O)N[C@H](CO)Cc1ccccc1)C(=O)N[C@H](COC(=O)[C@@H](CC=C)Cc1ccc(F)cc1)Cc1ccccc1
  CR mimetic SO: 99 | Efflux pump inh: 0.1 | GLD-1 RNA inh: 5
